Assay outcomes deposited in PubChem BioAssay by The Scripps Research Institute Molecular Screening Center.
TEAD-YAP inh: TEAD-YAP interaction inhibition; AID 1259422; HEK-TIYL cells, TEAD-Gal4/YAP UAS-luciferase luminescence; 640,000 compounds, 1.4% hits; inhibition, % at 9.12 µM; in the data active = inhibition above about 32%;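 note: 0% = median of test compound wells and 100% = reference inhibitor wells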
FBW7 activator: activators of human E3 ligase FBW7 | Q969H0 | normalized activity (activation), % at 26.1 µM | 650,000 compounds, 0.13% hits | AlphaScreen FBW7–phospho-cyclin E peptide binding, activator screen; in the data active = normalized activity above about 1.9%;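 note: purified mutant Fbw7 with reduced substrate affinity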
GPR151 ag: activators of human GPR151; activation, % at 11.2 µM; 650,000 compounds, 1% hits; AID 1508602; PathHunter beta-arrestin GPR151 cells, luminescence; in the data active = activation above about 4.9%;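 note: 0% = median of compound wells and 100% = cells with positive control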
MITF inh: blocks human microphthalmia-associated transcription factor; O75030; AlphaScreen MITF homodimerization, bead proximity signal; inhibition, % at 2.6 µM; 650,000 compounds, 0.91% hits; AID 1259374; in the data active = inhibition above about 50%;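 note: 0% = vehicle wells with protein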
Target sequence (O75030 whole entry, looked up): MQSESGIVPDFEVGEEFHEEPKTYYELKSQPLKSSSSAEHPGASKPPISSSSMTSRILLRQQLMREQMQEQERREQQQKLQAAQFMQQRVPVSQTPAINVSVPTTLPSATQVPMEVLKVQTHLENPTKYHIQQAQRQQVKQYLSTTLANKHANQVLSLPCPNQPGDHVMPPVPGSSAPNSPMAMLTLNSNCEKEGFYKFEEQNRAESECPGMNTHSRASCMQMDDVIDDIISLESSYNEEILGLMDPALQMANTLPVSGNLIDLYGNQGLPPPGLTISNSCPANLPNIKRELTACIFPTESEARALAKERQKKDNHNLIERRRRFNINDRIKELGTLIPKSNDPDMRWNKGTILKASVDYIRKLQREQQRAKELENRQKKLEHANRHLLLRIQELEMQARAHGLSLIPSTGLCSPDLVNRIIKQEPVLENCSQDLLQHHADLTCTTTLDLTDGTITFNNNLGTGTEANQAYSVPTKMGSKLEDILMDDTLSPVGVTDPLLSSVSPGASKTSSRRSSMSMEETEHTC
* marks the source's active call; other numbers are inactive results.

Values run as follows: TEAD-YAP inh, FBW7 activator, GPR151 ag, MITF inh
1	COc1cc(NC(=S)NCC(O)c2ccccc2)cc(OC)c1 (stereo not drawn)
    3, 0.0, 1.3, -17
2	O=C(Cc1ccc(Br)cc1)Nc1ccc(-c2cn3c(n2)SCC3)cc1
    -7, 0.2, -0.5, -3
3	CCCCCn1c(SCc2cccc(F)c2)nc2cc(C(=O)NCc3ccco3)ccc2c1=O
    5, 0.1, 0.3, -5
4	OC1CCN(c2cccc(-c3ccnc(Nc4ccc(-n5ccnn5)cc4)n3)c2)CC1
    37*, 0.0, -0.5, -3
5	CN(C1=C(Cl)C(=O)N(c2ccc(I)cc2)C1=O)c1ccccc1
    56*, -0.1, 0.2, 23
6	CCCCOC(=O)COc1cc2oc(=O)c3c(c2cc1Cl)CCC3
    -3, 0.0, 1.4, 8
7	C=CCNC(=O)c1ccc2c(c1)NC(=O)C(CSCc1ccc(C)cc1)N2 (stereo not drawn)
    3, 0.0, -1.1, -14
8	COc1cccc(N2C(=O)CN(Cc3ccc(N(C)C)cc3)CC2C)c1 (stereo not drawn)
    -2, 0.1, -0.2, 11
9	CNCCOc1ccc(Br)cc1Cl
    -2, 0.0, 0.1, 35
10	CCOc1ccc(NC(=O)COC(=O)C2CC(=O)N(c3ccccc3)C2)cc1 (stereo not drawn)
    16, 0.0, -0.3, 15

Only TEAD-YAP inh, for four of the compounds above:
entry	SMILES	TEAD-YAP inh
4	OC1CCN(c2cccc(-c3ccnc(Nc4ccc(-n5ccnn5)cc4)n3)c2)CC1	37*
3	CCCCCn1c(SCc2cccc(F)c2)nc2cc(C(=O)NCc3ccco3)ccc2c1=O	5
2	O=C(Cc1ccc(Br)cc1)Nc1ccc(-c2cn3c(n2)SCC3)cc1	-7
5	CN(C1=C(Cl)C(=O)N(c2ccc(I)cc2)C1=O)c1ccccc1	56*

Filtered by structure, those above containing bromine.
Values run as follows: TEAD-YAP inh, FBW7 activator, GPR151 ag, MITF inh
2	O=C(Cc1ccc(Br)cc1)Nc1ccc(-c2cn3c(n2)SCC3)cc1
    -7, 0.2, -0.5, -3
9	CNCCOc1ccc(Br)cc1Cl
    -2, 0.0, 0.1, 35
